GLP1R cytotox – cytotoxicity counter-screen for GLP-1 receptor inverse agonists; HEK293 cAMP-luciferase reporter cells, luminescence, 24 h; Potency, µM (titrated, usually from 38.3 µM), without a hit: at the top dose activity change, negative = inhibition, hits mostly inhibitors; 410,000 tested, 0.13% active; AID 624418;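 also: loss of luciferase light is scored as toxicity; potency is read from the fitted curve at half-maximal effect; % is scaled to controls: 0 for no effect and ±100 for the full control effect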
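Seeding density was 200 cells/uL; after overnight-length (12 h) culture, 23 nL compounds went on for 24 h at 37 °C. Readout used a luciferase detection reagent, luminescence taken after 12 min at room temperature.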
IL-1B inflam inh – blocks inflammasome-driven IL-1 beta release | THP-1 LPS/ATP IL-1B secretion, AlphaLISA, 16 h; hits give low values | activity change, % at 57.5 µM | 360,000 tested, 4.7% active; in the data active = activity change below about -50%; inconclusive = mostly about -30% to -49%; also: % is scaled to controls: 0 for no effect and ±100 for the full control effect
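Secreted IL-1B measured by AlphaLISA bead assay after 16 h compound exposure of THP-1 cells; compounds (final up to 57.5 uM) added 1 h before LPS (250 ng/mL) and ATP (1.25 mM) stimulation; lower signal means less secretion.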
KB-3-1 tox – kills parental KB-3-1 adenocarcinoma cells. KB-3-1 viability, CellTiter-Glo ATP luminescence, 72 h. Potency, µM (series often up to 46.1 µM), without a hit: at the highest dose activity change, negative = cytotoxic, hits mostly cytotoxic. 400,000 tested, 1.4% active. AID 1347075; also: potency is read from the fitted curve at half-maximal effect; % is scaled to controls: 0 for no effect and ±100 for the full control effect; nearly all actives have a fitted effect of over 60% in size
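Cells are dispensed, compounds pinned in, plates held at 37 °C for 72 h, then CellTiter-Glo is added and luminescence read after 10 minutes. Cell line: parental KB-3-1 in phenol-red-free DMEM, 10% FBS.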
HT1080 IDH1KD tx – toxicity to HT-1080 IDH1 knockdown cells (counter line). HT-1080 IDH1 knockdown viability, ATP luminescence, 48 h. Potency, µM (series often up to 46.1 µM), for inactives: top-dose activity, negative = toxicity, most hits filed as cytotoxic. AID 686971. 360,000 tested, 2% active;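 also: potency is read from the fitted curve at half-maximal effect; 0% = DMSO wells and -100% = cell-free medium wells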
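HT-1080-IDH1KD cells (IDH1 knocked down), 750/well in RPMI with 5% FBS, treated with compound 48 h at 37 degrees C. Viability by CellTiter-Glo luminescence, normalised to DMSO and no-cell wells; concentration-response curves classed.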
KB-V1 MDR tox – kills drug-selected multidrug resistant KB-V1 cells | KB-V1 MDR cells viability, CellTiter-Glo, 72 h | AID 1347076 | Potency, µM (titrated, usually from 46.1 µM), for the others: at the top dose activity change, negative = cytotoxicity, usual class: cytotoxic | 400,000 tested, 3.4% active; also: potency is read from the fitted curve at half-maximal effect; % is scaled to controls: 0 for no effect and ±100 for the full control effect; nearly all actives have a fitted effect of over 60% in size
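KB-V1 cells (P-gp-expressing MDR subline of KB-3-1) in phenol-red-free DMEM with 10% FBS were exposed to library compounds over a concentration series for 72 h at 37 degrees C. Viability read by CellTiter-Glo luminescence; concentration-effect curves fitted after normalization.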
MCF10A rerep – induces DNA re-replication in MCF 10a normal breast cells; MCF 10A DNA re-replication, Hoechst nuclear intensity, 48 h; 350,000 tested, 2.9% active; Potency, µM (highest dose often 46.1 µM), inactives show top-dose activity, positive = re-replication, hits mostly activators; also: potency is read from the fitted curve at half-maximal effect; % of control where 0% means no effect; nearly all actives have a fitted effect of over 50% in size
D3 ag – agonists of human D3 dopamine receptor. AID 652048. D3R DiscoveRx beta-arrestin cells, luminescence, 90 min. 410,000 tested, 0.58% active. max activation, %. P35462; in the data active = max activation above about 30%; also: 0% is about no effect; mostly tested at two doses, the higher about 12 µM
Target sequence (P35462 whole entry, looked up): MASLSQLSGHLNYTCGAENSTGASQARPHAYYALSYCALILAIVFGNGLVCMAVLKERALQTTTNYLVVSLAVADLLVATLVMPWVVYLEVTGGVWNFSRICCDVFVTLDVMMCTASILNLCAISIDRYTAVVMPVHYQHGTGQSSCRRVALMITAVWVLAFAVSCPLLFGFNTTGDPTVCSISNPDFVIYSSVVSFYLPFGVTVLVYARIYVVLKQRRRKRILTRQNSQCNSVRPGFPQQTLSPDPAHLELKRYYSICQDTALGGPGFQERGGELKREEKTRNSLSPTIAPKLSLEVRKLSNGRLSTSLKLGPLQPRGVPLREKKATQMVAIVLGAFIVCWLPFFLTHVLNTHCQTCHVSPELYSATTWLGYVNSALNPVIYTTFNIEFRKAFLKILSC
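Agonist-mode cell screen: cells plated at 1500/well and incubated overnight at 37 °C, then exposed to library compounds for 90 min at 37 °C. Detection reagent was added for 30–60 min at room temperature, and luminescence was read.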
SW480 rerep – inducers of DNA re-replication in SW480 colon cancer cells | SW480 DNA re-replication, Hoechst DNA content imaging, 48 h | Potency, µM (top dose mostly 46.1 µM), inactives show top-dose re-replication activation, usual class: activators | 340,000 tested, 1.8% active | AID 624297; also: potency is read from the fitted curve at half-maximal effect; % of control where 0% means no effect; nearly all actives have a fitted effect of over 55% in size
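Hoechst fluorescence of nuclei (405 nm excitation, 500-530 nm emission) measured by plate-scanning imager after 48 hr compound exposure at 37 C; re-replication scored as increased number of nuclei with elevated intensity.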
HT1080-NT tox – kills 2HG-producing HT-1080-NT fibrosarcoma cells; HT-1080-NT fibrosarcoma viability, CellTiter-Glo ATP luminescence, 48 h; Potency, µM (titrated, usually from 46.1 µM), for inactives: at the highest dose activity, negative = less viability, most hits filed as cytotoxic; 360,000 tested, 1.6% active;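 also: NT is the 2HG producing partner of a matched IDH1 knockdown line; potency is read from the fitted curve at half-maximal effect; 0% = DMSO-treated cells and -100% = media-only wells without cells; nearly all actives have a fitted effect of over 55% in size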
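Compounds were tested in concentration-response format on HT-1080-NT cells for 48 hours at 37 degrees C. Cell viability came from CellTiter-Glo luminescence; curves were classified by r2, response magnitude and activity.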
Starred values were filed as active, the others as inactive; u = inconclusive; x = not tested or not shown; & = joins results of further samples; [ ] = another dose, or the depositor's remark. Unless noted, calls follow the shape of the dose curve; as a rule, active = well fitted curve in the direction sought with a large enough effect; inconclusive = small, poorly fitted or top-dose-only effect, or another doubt; inactive = no such curve, though single readings can be large; an effect the other way counts as inactive or inconclusive.

Molecule	GLP1R cytotox	IL-1B inflam inh	KB-3-1 tox	HT1080 IDH1KD tx	KB-V1 MDR tox	MCF10A rerep	D3 ag	SW480 rerep	HT1080-NT tox
Cc1ccc(S(=O)(=O)N=Nc2c(O)[nH]c3ccccc23)cc1	-29.5%	13.2	16.1%	10.6%	15.5%	10.7%	-7.2	-2.0%	-0.9%
c1ccc(CN2CCOCCOCCOCCOCC2)cc1	-7.1%	11.4	12.8%	16.4%	8.8%	u	13.1	u	18.9%
COc1ccc(CCNC(=O)COC(=O)c2cc(S(=O)(=O)NCc3ccccc3)ccc2O)cc1OC	-1.5%	12.3	9.2%	6.3%	20.8%	-0.4%	0.3	-2.9%	18.5%
COc1ccc(C(=O)NNC(=O)CSc2ccccc2)cc1	-18.4%	40.5	1.3%	2.5%	-9.8%	-1.5%	2.9	0.2%	-6.0%
CC(=O)/C(=N\Nc1ccc(Cl)cc1Cl)Sc1cccc2cccnc12	u	-102.8*	-8.2%	-21.5%	18.4µM*	u	-9.2	6.51µM*	-1.2%
COc1cc(C(=O)N/N=C2\CCS(=O)(=O)c3ccc(F)cc32)cc(OC)c1OC	-16.8%	9.1	1.5%	0.7%	18.0%	20.9%	-7.8	-4.0%	0.2%
COc1ccc(NCc2cc3cc4c(cc3n(CC(=O)Nc3ccc(C)cc3)c2=O)OCO4)cc1	2.5%	x	12.4%	x	-19.2%	x	-8.2	x	x
CCOc1ccc(CCN2C(=S)N([C@@H](CC(C)C)CN3CCCC3CN3C(=S)NC[C@@H]3Cc3ccc(O)cc3)C[C@@H]2Cc2ccc(O)cc2)cc1 (stereo partly drawn)	-21.0%	-71.1*	u	u	u	u	5.5	-3.5%	u
CC1CCN(c2nnc(-n3cccc3CNc3cccc(F)c3)s2)CC1	1.4%	x	-10.1%	x	-12.2%	x	2.0	x	x
CCOC(=O)c1ccc(NC(=S)NNC(=O)COC)cc1	2.0%	13.2	7.9%	5.9%	u	0.5%	-9.6	4.8%	8.9%
CC1CCN(c2ccc(NC(=O)C3CCCN3S(=O)(=O)c3ccc(F)cc3)cc2)CC1 (stereo not drawn)	-9.4%	u	-3.9%	-2.2%	2.7%	8.0%	-12.9	-2.7%	-2.2%[9.24 µM]
CC(C)CNC(=S)N(CCN(C)C)Cc1cc2cc3c(cc2[nH]c1=O)OCCO3	-0.2%	-17.9	5.3%	-12.2%	0.0%	11.0%	-8.5	2.3%	2.8%
CN(C(=O)c1cc(-c2ccccc2O)on1)c1ccccc1	-19.5%	x	u	x	-10.6%	x	3.7	x	x
Cc1cc(=O)[nH]c(SCC(=O)NC2CCCCCCC2)n1	-13.1%	10.6	-2.0%	-1.3%	u	3.8%	0.7	-4.3%	4.9%
Cc1ccc(-n2c(O)cnc2Nc2nc(C)cc(C)n2)cc1	-6.2%	12.3	21.9%	-3.7%	-27.8%	-2.9%	3.6	-8.9%	1.7%
C/C(N)=C(/C#N)C(=O)CSc1nnc(SCc2ccc(Cl)cc2)s1	-7.1%&7.8%	-1.2&-16.1	20.4%&-25.3%	20.6µM*	u	-9.1%&11.2%	8.8&-4.7	3.5%&1.2%	-17.1%&-26.9%
Cc1ccc(N2C(=O)C3C(c4ccccc4)N4CCCN4C3(C)C2=O)cc1 (stereo not drawn)	11.5%	-2.1	-12.6%	1.5%	-10.5%	-3.1%	-9.1	1.7%	5.1%
COC(=O)/C(C#N)=C/c1c(N2CCCCCC2)nc2ccccn2c1=O	3.0%	1.6	7.3%	2.2%	-0.5%	-2.1%	-6.8	1.0%	1.5%
COc1cc(C(=O)NCc2cccnc2)ccc1OCC(=O)Nc1cccc(C(F)(F)F)c1	u	-6.6	-21.6%	-26.3%	u	u	2.0	3.0%	u
O=C(c1ccc(=O)[nH]n1)N1CCN(S(=O)(=O)c2ccc(C(F)(F)F)cc2)CC1	2.2%	2.7	9.5%	3.5%	29.6%	-7.2%	-3.4	-2.5%	-5.6%
Cc1nn(C(C)C(=O)N2CCN(c3ccc(Cl)cc3)CC2)c(=O)c2cc3occc3n12 (stereo not drawn)	-22.2%	x	u	x	-2.0%	x	-1.6	x	x
CCc1ccccc1NC(=O)C1CCN(S(C)(=O)=O)CC1	-8.4%	3.5	-1.8%	6.3%	5.5%	-3.6%	-3.3	-4.2%	2.0%
CCOC(=O)C1CCN(C(=O)C2CCCCC2)CC1	-0.6%	19.8	0.7%	4.8%	10.8%	6.8%	2.5	-5.2%	13.2%
OCCC1CN(Cc2cc(F)ccc2-n2cccn2)CCN1Cc1ccc(F)cc1 (stereo not drawn)	1.4%	-8.0	-10.2%	-3.6%	6.0%	14.4%	-21.5	9.6%	-4.2%
CC1CCc2c(sc(NC(=O)C3c4ccccc4Oc4ccccc43)c2C(N)=O)C1 (stereo not drawn)	u	38.9	-2.0%	-25.7%	-4.3%	u	1.0	x	u
COCCSc1ccccc1C(=O)Nc1nnc(C)s1	2.4%	7.7	1.8%	6.0%	3.3%	u	10.4	-3.3%	2.8%
O=C(NC1CCCC1)c1ccc(CS(=O)Cc2ccccc2Cl)o1 (stereo not drawn)	-14.5%	1.0	0.0%	1.4%	-13.8%	u	2.5	u	1.3%
CC(O)(c1cccc(F)c1)c1nc(-c2cc(F)cc(F)c2)cs1 (stereo not drawn)	-2.0%	-12.3	0.0%	u	3.3%	x	-13.4	x	u
COc1cccc(C(=O)Nc2ccc(NC(=O)c3ccco3)c(Cl)c2)c1	-3.3%[7.66 µM]	u	-5.2%	-23.9%	-17.9%	-3.5%	-7.9	0.0%	-3.6%
CCCCOc1ccc(C(=O)NCC(=O)OC2CCOC2=O)cc1 (stereo not drawn)	-26.6%	-0.5	u	-2.5%	3.4%	3.26µM*	-1.3	u	-6.2%

Limited to SW480 rerep, MCF10A rerep and KB-3-1 tox, for some of the entries so far:
| canonical_smiles | SW480 rerep | MCF10A rerep | KB-3-1 tox |
| --- | --- | --- | --- |
| COc1ccc(CCNC(=O)COC(=O)c2cc(S(=O)(=O)NCc3ccccc3)ccc2O)cc1OC | -2.9% | -0.4% | 9.2% |
| COc1ccc(C(=O)NNC(=O)CSc2ccccc2)cc1 | 0.2% | -1.5% | 1.3% |

Going on with the list:
Molecule	GLP1R cytotox	IL-1B inflam inh	KB-3-1 tox	HT1080 IDH1KD tx	KB-V1 MDR tox	MCF10A rerep	D3 ag	SW480 rerep	HT1080-NT tox
COc1ccc(Br)c(Cn2c(C)c(C(=O)NCc3ccc(F)cc3)sc2=O)c1	-4.3%	u	-17.0%	-19.6%	u	x	-5.0	x	-11.0%
O=C(c1ccco1)N1CCN(S(=O)(=O)N2CCOCC2)CC1	-21.8%	1.3	10.9%	4.2%[9.24 µM]	6.6%	u	0.3	1.5%	9.8%
COc1ccc(CCCc2nnc(SCc3nc4ccccc4c(=O)[nH]3)n2C)cc1C	15.6%	-17.8	21.5%	-2.2%	0.0%	16.9%	-6.2	28.4%	-13.7%
COc1ccc(NC(=O)CSc2cccc3cccnc23)c(OC)c1	-15.2%	9.8	19.5%	5.3%	-14.9%	-1.0%	-1.2	9.7%	2.1%
C=CCOC(=O)C1=C(C)NC(SCC(=O)OCC)=C(C#N)C1c1ccc(O)c(OC)c1 (stereo not drawn)	20.8%	17.1	9.0%	3.0%	-23.1%	17.3%	3.7	-2.2%	3.1%
O=C(c1ccc(-c2ccccc2)cc1)N1CCN(c2ccccc2)CC1	-15.4%	-19.5	-4.5%	16.5%	-3.1%	-1.3%	-0.1	u	10.9%
S=c1[nH]ncn1/N=C/c1cccs1	-7.2%	33.3	8.5%	-9.3%	24.0%	-2.5%	-7.7	1.8%	-15.0%
CCOc1cccc(CN2CCC(Oc3ccc(C(=O)N4CCCC4)cc3)CC2)c1O	-11.0%	-5.8	2.6%	-8.7%	-21.4%	x	2.8	x	-13.2%
Cc1c(C(=O)NC(=S)NCc2cccnc2)cccc1[N+](=O)[O-]	0.0%	5.7	x	-0.7%	x	10.1%	6.3	-1.3%	u
Cc1ccc(-c2nc3ccccc3[nH]2)cc1NC(=O)COc1ccc(Cl)cc1Cl	1.8%	x	-9.2%	x	u	x	3.6	x	x
O=C(CSc1nc2ccccc2nc1Cc1ccccc1)Nc1ccc2c(c1)OCO2	0.9%	x	u	x	0.6%	x	7.2	x	x
CCN1C(=O)c2ccccc2S(=O)c2ccc(C(=O)N3CCN(C(=O)c4ccco4)CC3)cc21 (stereo not drawn)	4.4%	10.1	11.6%	5.4%	-0.8%	1.3%	1.9	-20.2%	-3.4%
O=C(CSc1ccccn1)Nc1nc2c(ccc3ccccc32)s1	13.4%	5.8	12.1%	-12.0%	-18.2%	u	6.6	x	-9.4%
Cn1c(=O)c2nc(Cl)c(-c3ccccc3)nc2n(C)c1=O	-19.6%	-13.3	11.0%	15.9%	u	-44.6%[inhibitor]	4.5	-6.2%	17.1%
O=C(O)CSc1nnc(-c2ccc(O)cc2)o1	-6.8%	x	11.2%	x	-11.2%	x	2.9	x	x
CC(=O)c1c(C)[nH]c(C(=O)N(CCc2ccccc2)Cc2ccccc2)c1C	-9.2%	18.7	-8.8%	-10.4%	-9.6%	u	5.4	9.9%	-20.9%
